# Compound activity from PubChem.
# LGR2 antag: blocks bursicon-induced cAMP signaling via Drosophila LGR2; HEK293 LGR2, CRE-luciferase, bursicon-stimulated, 4 h; inhibition, % at 9.99 µM; 380,000 compounds, 0.35% hits;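 active = drop in luminescence signal, shown as inhibition above about 50% in the replicate tests, limit read from the data, passing the limit was not always enough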;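 also: agonist challenge used bursicon conditioned medium at about half maximal strength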
# INS-1E GSIS act: primary screen for activators of insulin secretion dependent on glucose, INS-1E cells, GLuc reporter luminescence; 370,000 compounds, 0.61% hits; activation, % at 16.6 µM; AID 743287; INS-1E GLuc reporter insulin secretion, 2-3 h;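 active = lowest replicate activation of at least 40%, so every replicate reaches that level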;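 also: 0% = median of neutral control wells and 100% = median of IBMX positive control wells; some compounds called inactive have numbers as strong as hits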
# Numbers without * were called inactive. Some of the compounds tested; count on the stated rates, not on these rows.
item	canonical_smiles	LGR2 antag	INS-1E GSIS act
1	CN(C)C(=O)c1ccc(-c2ccccc2[C@H]2[C@H](C#N)N(C(=O)C3CCCC3)[C@H]2CO)cc1	15	11
2	CCCC(=O)N1CC2(C1)CN(C(=O)CN1CCOCC1)[C@H](CO)c1c2c2ccc(OC)cc2n1C	3	5
3	CCCNC(=O)C[C@H]1C[C@H]2c3cc(N(C)C)ccc3O[C@H]2[C@H](CO)O1	12	3
4	CCNC(=O)c1cc2c(c(-c3cccc(Br)c3)n1)[C@H](CCO)NC2	-14	3
5	C[C@H](NC(=O)C[C@@H]1C=C[C@@H](NC(=O)Nc2ccc3c(c2)OCO3)[C@@H](CO)O1)c1ccccc1	3	24
6	COc1ccc2c3c([nH]c2c1)[C@H](CO)NCC31CN(C(=O)Nc2c(C)noc2C)C1	-53	4
7	O=C(c1ccc(S(=O)(=O)N2CCC(c3nc4ccccc4s3)CC2)cc1)N1CCOCC1	-7	-9
8	COc1ccc2c3c([nH]c2c1)[C@H](CO)N(C(=O)c1ccc(F)cc1)CC31CCN(C(=O)Nc2cccc(F)c2)CC1	-15	4
9	C[C@@H]1CN([C@H](C)CO)C(=O)Cc2cc(NC(=O)NC3CCCCC3)ccc2O[C@H]1CN(C)Cc1ccc(C(=O)Nc2ccccc2N)cc1	-13	16
10	COc1ccc(NC(=O)Nc2ccc3c(c2)CC(=O)N([C@H](C)CO)C[C@H](C)[C@H](CN(C)S(=O)(=O)c2ccc(C)cc2)O3)cc1	3	-9
11	O=C(NC1CCCCC1)[C@H]1[C@H](CO)[C@H]2Cn3c(ccc(-c4ccccc4)c3=O)[C@@H]1N2	4	29
12	COc1ccc2c3c([nH]c2c1)[C@H](CO)N(S(C)(=O)=O)CC31CN(CC2CC2)C1	-5	19
13	COc1ccc(CN(C)C[C@@H]2Oc3ccc(NC(=O)Nc4ccc(C(F)(F)F)cc4)cc3C(=O)N([C@H](C)CO)C[C@H]2C)cc1	21	28
14	CC12C=CC3(CN(Cc4ccccc4)C(=O)C3C1C(=O)NCc1ccco1)O2 (configuration not stated)	-20	12
15	N#Cc1cccc(-c2ccc([C@H]3[C@@H](CO)N[C@@H]3CNC(=O)C3CCCC3)cc2)c1	7	-20
16	COc1cc(=O)oc(C=O)c1C	10	11
17	C[C@@H]1CN([C@H](C)CO)C(=O)c2cc(NC(=O)Nc3ccccc3)ccc2O[C@@H](C)CCCCO[C@H]1CN(C)C(=O)NC1CCCCC1	35	-10
18	CO[C@H]1CN(C)C(=O)c2cc(NC(=O)CC(F)(F)F)ccc2OC[C@@H](C)NC[C@@H]1C	10	-1
19	C[C@H](CO)N1C[C@H](C)[C@H](CN(C)C(=O)Nc2ccccc2)OCCCC[C@H](C)Oc2ccc(NC(=O)Nc3ccc(C(F)(F)F)cc3)cc2C1=O	10	3
20	CSc1ncc(Cl)c(C(=O)Nc2sc3c(c2C(=O)NCc2ccco2)CCCC3)n1	-2	1
21	CCC(=O)N(C)C[C@H]1[C@@H](c2ccc(C3=CCCCC3)cc2)[C@@H](CO)N1C(C)=O	5	7
22	COc1cccc(-c2ccc3c(c2)[C@H]2[C@H](CCN2C(=O)C2CCCCC2)[C@H](CO)N3)c1	7	13
23	CCOC(=O)c1[nH]c2ccc(OC)cc2c1NC(=O)C(C)N1CCSCC1 (configuration not stated)	22	27
24	COc1ccc2c3c(n(C)c2c1)[C@@H](CO)N(C(=O)Nc1ccc(F)cc1)CC31CCN(S(=O)(=O)c2cccc(F)c2)CC1	-12	-2
25	Fc1cccc(-c2ccc(C3[C@H]4CNC[C@@H]3N4Cc3ccccc3F)cc2)c1 (some centres not stated)	-5	63
26	C[C@H]1CN([C@@H](C)CO)C(=O)Cc2cc(NC(=O)NC3CCCCC3)ccc2O[C@H]1CN(C)Cc1ccc(C(=O)Nc2ccccc2N)cc1	-1	-6
27	COc1ccc(-c2ccc(C3[C@H]4CNC[C@@H]3N4CC3CCOCC3)cc2)cc1 (some centres not stated)	-17	3
28	C/C=C/c1ccc([C@H]2[C@@H](CO)N(C(C)=O)[C@H]2CN(C(=O)COC)C(C)C)cc1	-1	8
29	C=CCn1c(=O)n(CC=C)c(=O)n(CC=C)c1=O	-8	1
30	COc1ccccc1C#Cc1ccc([C@H]2[C@@H](CO)N(C(=O)C3CCCC3)[C@H]2C#N)cc1	8	-32

# Exported with the structure last: part of the list above.
entry	LGR2 antag	INS-1E GSIS act	mol
25	-5	63	Fc1cccc(-c2ccc(C3[C@H]4CNC[C@@H]3N4Cc3ccccc3F)cc2)c1 (some centres not stated)
1	15	11	CN(C)C(=O)c1ccc(-c2ccccc2[C@H]2[C@H](C#N)N(C(=O)C3CCCC3)[C@H]2CO)cc1

# A draw from above in order of length of the SMILES, falling.
item	canonical_smiles	LGR2 antag	INS-1E GSIS act
5	C[C@H](NC(=O)C[C@@H]1C=C[C@@H](NC(=O)Nc2ccc3c(c2)OCO3)[C@@H](CO)O1)c1ccccc1	3	24
22	COc1cccc(-c2ccc3c(c2)[C@H]2[C@H](CCN2C(=O)C2CCCCC2)[C@H](CO)N3)c1	7	13
2	CCCC(=O)N1CC2(C1)CN(C(=O)CN1CCOCC1)[C@H](CO)c1c2c2ccc(OC)cc2n1C	3	5

# Remaining list, next part:
item	canonical_smiles	LGR2 antag	INS-1E GSIS act
31	CCC(=O)N1[C@H](CO)[C@H](c2ccc(C3=CCCC3)cc2)[C@H]1CNC1CCCC1	-5	4
32	CC(=O)Nc1ccc2c(c1)OCCOCCOc1cc(NC(C)=O)ccc1OCCOCCOCCO2	-3	16
33	CN(C)C(=O)c1ccc(-c2ccc(C3[C@H]4CNC[C@@H]3N4C(=O)NC3CCCC3)cc2)cc1 (some centres not stated)	3	-2
34	C[C@@H]1CCCCO[C@@H](CN(C)CC2CC2)[C@H](C)CN([C@@H](C)CO)C(=O)c2cc(NC(=O)C3CCCCC3)ccc2O1	-4	6
35	COc1ccc2c3c([nH]c2c1)[C@@H](CO)N(C(=O)c1ccccc1)CC31CN(Cc2cccnc2)C1	-13	27
36	CCCNC(=O)N1CC2(C1)CN(C(=O)c1cccnc1)[C@H](CO)c1[nH]c3cc(OC)ccc3c12	4	17
37	CC1CC(C)CN(C/C=C/c2ccccc2[N+](=O)[O-])C1 (configuration not stated)	-1	-2
38	COc1cccc(NC(=O)N[C@@H]2C=C[C@H](CC(=O)Nc3ccccc3)O[C@@H]2CO)c1	-17	1
39	C[C@H](CO)N1C[C@H](C)[C@H](CN(C)Cc2ccc3c(c2)OCO3)Oc2c(NC(=O)c3nc4ccccc4s3)cccc2C1=O	0	-28
40	C/C=C/c1ccc([C@H]2[C@@H](CO)N(C(=O)C3CCC3)[C@H]2CNC(=O)CN(C)C)cc1	-1	-2
41	C[C@@H]1CN([C@@H](C)CO)C(=O)CCCn2nncc2CO[C@H]1CN(C)C(=O)CCCN(C)C	11	10
42	CC(=O)N1[C@H](CO)[C@H](c2ccc(C3=CCCC3)cc2)[C@H]1CNC(=O)CC1CC1	-7	-3
43	COc1ccccc1NC(=O)N[C@@H]1C=C[C@H](CC(=O)N[C@H](C)c2ccccc2)O[C@@H]1CO	22	-3
44	COc1ccc(-c2ccc(/C=N/N3C(=O)C4C5C=CC(C6CC56)C4C3=O)o2)c([N+](=O)[O-])c1 (configuration not stated)	-14	1
45	C/C=C/c1ccc([C@H]2[C@@H](CO)N(C(=O)C3CCC3)[C@@H]2CNC(=O)CN(C)C)cc1	14	2
46	O=C(C1CCCCC1)N1CC2(C1)[C@H](c1ccccc1)[C@H](CO)N2C(=O)NC1CCCC1	8	16
47	C/C=C/c1cccc(-c2nc(C(=O)N(C)C)cc3c2[C@@H](CCO)N([S@](=O)C(C)(C)C)C3)c1	3	14
48	CC(=O)N1[C@@H](CO)[C@H](c2ccccc2)C12CN(C(=O)c1ccccc1)C2	1	7
49	O=C(C1CCCC1)N1CC2(C1)[C@H](c1ccccc1)[C@H](CO)N2C(=O)NC1CCCC1	9	-12
50	COc1ccc2c3c([nH]c2c1)[C@H](CO)N(Cc1ccccc1)CC31CN(C(=O)c2cccnc2)C1	9	23
51	COc1ccc2[nH]cc(C(=O)CN3CCCCC3C)c2c1 (configuration not stated)	1	12
52	COc1ccc2c3c(n(C)c2c1)[C@H](CO)N(C(=O)CC1CC1)CC31CCN(C(=O)CC2CC2)CC1	3	3
53	COc1ccc2c3c([nH]c2c1)[C@@H](CO)N(C(=O)CN1CCOCC1)CC31CCN(Cc2ccccc2)CC1	10	2
54	CN(C)CC(=O)N1[C@H](CO)[C@@H](c2ccccc2)C12CN(C(=O)C1CCCC1)C2	-25	6
55	O=C(C1CCCC1)N1CC2(C1)[C@@H](c1ccccc1)[C@@H](CO)N2Cc1cncnc1	0	19
56	COc1cccc(S(=O)(=O)N2CC3(CN(C(=O)Nc4cccc(F)c4)[C@@H](CO)c4[nH]c5cc(OC)ccc5c43)C2)c1	21	0
57	CCNC(=O)c1c(C)[nH]c(C(=O)OCC)c1C	-12	21
58	CC(=O)NC[C@@H]1[C@@H](c2ccc(C3=CCCC3)cc2)[C@@H](CO)N1C(=O)C1CCC1	19	11
59	COC(=O)CSc1ccc(S(=O)(=O)N2CCC(C)CC2)cc1[N+](=O)[O-]	-4	8
60	C/C=C/c1ccc(C2[C@H]3CNC[C@@H]2N3Cc2ccc(OC)cc2)cc1 (some centres not stated)	-9	16
61	CN(C)CC(=O)N1[C@H](CO)[C@H](c2ccccc2-c2ccc(C(=O)N(C)C)cc2)[C@@H]1C#N	-6	2
62	COc1ccc2c3c(n(C)c2c1)[C@@H](CO)N(C(=O)c1ccc(F)cc1)CC31CCN(C(=O)c2ccc(F)cc2)CC1	-8	-13
63	O=C(O)c1cccc(NCc2ccncc2)c1	-6	-2
64	COc1ccc2c3c(n(C)c2c1)[C@@H](CO)N(CC1CC1)CC31CCN(C(=O)CN2CCOCC2)CC1	11	11
65	CC(=O)N1[C@H](CO)[C@H](c2ccc(C3=CCCC3)cc2)[C@@H]1CNC(=O)CC1CC1	15	3
66	CC(=O)c1c(O)cc2n(c1=O)-c1ccc(Cl)cc1C2(C)C	18	11
67	COc1ccc(NC(=O)N(C)C[C@@H]2Oc3c(NC(=O)Nc4ccc(C(F)(F)F)cc4)cccc3C(=O)N([C@H](C)CO)C[C@H]2C)cc1	8	-2
68	COC(=O)[C@H]1[C@H](CO)[C@H]2Cn3c(ccc(-c4cncnc4)c3=O)[C@H]2N1CCC(F)(F)F	27	10
69	COc1cccc(S(=O)(=O)N2CCC3(CC2)CN(C(=O)Nc2cccc(F)c2)[C@@H](CO)c2[nH]c4cc(OC)ccc4c23)c1	24	9
70	COc1ccccc1C#Cc1ccc2c(c1)[C@H]1[C@H](CCN1C(=O)c1ccc(F)cc1)[C@@H](CO)N2	3	2

# Excerpt: entries 65–70
item	canonical_smiles	LGR2 antag	INS-1E GSIS act
65	CC(=O)N1[C@H](CO)[C@H](c2ccc(C3=CCCC3)cc2)[C@@H]1CNC(=O)CC1CC1	15	3
66	CC(=O)c1c(O)cc2n(c1=O)-c1ccc(Cl)cc1C2(C)C	18	11
67	COc1ccc(NC(=O)N(C)C[C@@H]2Oc3c(NC(=O)Nc4ccc(C(F)(F)F)cc4)cccc3C(=O)N([C@H](C)CO)C[C@H]2C)cc1	8	-2
68	COC(=O)[C@H]1[C@H](CO)[C@H]2Cn3c(ccc(-c4cncnc4)c3=O)[C@H]2N1CCC(F)(F)F	27	10
69	COc1cccc(S(=O)(=O)N2CCC3(CC2)CN(C(=O)Nc2cccc(F)c2)[C@@H](CO)c2[nH]c4cc(OC)ccc4c23)c1	24	9
70	COc1ccccc1C#Cc1ccc2c(c1)[C@H]1[C@H](CCN1C(=O)c1ccc(F)cc1)[C@@H](CO)N2	3	2

# New compounds follow
item	canonical_smiles	LGR2 antag	INS-1E GSIS act
71	CCCC#Cc1ccc([C@H]2[C@@H](CO)N[C@@H]2CN(C(C)=O)C2CCCC2)cc1	8	-16
72	CCC(=O)N1CC2(CCN(C(C)=O)CC2)c2c([nH]c3cc(OC)ccc23)[C@H]1CO	2	11
73	COc1cccc(CN2CC3(C2)CN(C(=O)Nc2ccc(F)cc2)[C@H](CO)c2c3c3ccc(OC)cc3n2C)c1	28	-1
74	O=C(N/N=C/c1ccccc1)NC1CCCCC1	-53	8
75	O=C(C1CCCC1)N1CC(=O)N2[C@H](C1)[C@H](c1ccc(-c3ccccc3F)cc1)[C@@H]2CO	11	-2
76	C[C@@H]1CN([C@H](C)CO)C(=O)c2cccc(NC(=O)CCCCCC(=O)Nc3ccccc3N)c2O[C@@H]1CN(C)C(=O)Nc1ccccc1	-20	-1
77	Cc1ccc2c(c1)c1ncnc(N3CCc4ccccc4C3)c1n2C	-19	-21
78	O=C(C1CC1)N1CCC(c2nc(-c3ccc(S(=O)(=O)NCC4CCCO4)cc3)no2)CC1 (configuration not stated)	12	-10
79	COCC(=O)N1CC(=O)N2[C@@H](CO)[C@@H](c3ccc(C#CC4CCCC4)cc3)[C@@H]2C1	11	-2
80	COc1ccc2c3c(n(C)c2c1)[C@@H](CO)N(C(=O)NC(C)C)CC31CCN(C(=O)NC(C)C)CC1	5	-10
81	COc1ccc2c3c(n(C)c2c1)[C@H](CO)N(C(=O)c1ccc(F)cc1)CC31CN(CC2CC2)C1	-21	-2
82	COCC(=O)N1CCC2(CC1)CN(Cc1cccc(F)c1)[C@H](CO)c1c2c2ccc(OC)cc2n1C	6	-7
83	CO[C@H]1CN(C)C(=O)c2cc(NC(=O)NC3CCCC3)ccc2OC[C@H](C)NC[C@H]1C	-15	2
84	C/C=C/c1ccc([C@H]2[C@@H](CO)N(CC3CC3)[C@@H]2CNC(=O)NC(C)C)cc1	1	-2
